Screens from PubChem.
b-catenin transl – alters nuclear translocation of beta-catenin in HeLa cells. nuclear translocation activity, % at 5 µM. hit rate 0.3% among 190,000. immunofluorescence imaging;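 active means nuclear translocation activity above 50% at 5 µM, with a well cell count of 50 or more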;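 further: per-cell ratio of nuclear to cytoplasmic median beta-catenin stain intensity; plate controls were DMSO negative control for no effect and GSK-3 inhibitor IX positive control for full effect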
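Test system: human HeLa cells, endogenous beta-catenin. Times: 24 h compound exposure, 37°C. Measured by: beta-catenin immunofluorescence imaging with DAPI.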
Yfh1-off respiration – enhancers of respiration in Yfh1-depleted yeast, dose response, Friedreich's ataxia, plus single-dose screen (AID 1465); fold induction at 50 µM, or EC50 in µM where a hit was titrated; hit rate 0.074% among 220,000; S. cerevisiae Yfh1-off respiration, WST-1 reduction, 72 h; higher fold induction means a stronger effect;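 active means fold induction of absorbance versus untreated yeast above a set limit, then at least 30% activation at any dose in follow-up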;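 further: activators that raise dye reduction in frataxin-depleted yeast; strong numbers were not always called active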
WT yeast gro inh – growth inhibition of WT yeast, mitochondrial fusion screen | mitochondrial fusion phenotypic screen, WT strain | inhibition, % at 10 µM | hit rate 2.1% among 190,000 | AID 1362; in the data active means inhibition above about 58%; tested in S. cerevisiae
human PMI inhibitors – MPI inhibition at elevated mannose 6-phosphate – biochemical, fluorescence intensity, high mannose 6-phosphate, primary screen (AID 1220); recombinant PMI enzyme, coupled fluorescence intensity; higher % means a stronger effect; inhibition, % at 20 µM, or IC50 in µM where a hit was titrated; hit rate 0.66% among 190,000
Autophagy mod – alters autophagy in cells; hit rate 0.98% among 190,000; calls only at 10 µM (by protocol); MEF GFP-LC3 puncta imaging; test concentration mostly 10 µM;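 active means percentage of spot-positive cells more than 3 SD above its plate mean, without a fluorescence outlier flag or 80% toxicity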;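 further: spot-positive cell cutoff set from DMSO-treated cells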
MT stabilize HCS – microtubule stabilization, imaging screen; HeLa tubulin immunostaining HCS, 24 h; share of cells brighter than vehicle mean+2SD; hit rate 0.83% among 200,000; % tubulin-high responders, % at 10 µM;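 active means plate Z-score above 3 for both tubulin-high and condensed-nucleus cell shares, with cell loss under 80%, at 10 µM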;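 further: anti alpha tubulin signal scored within the nucleus-defined area of each cell; some results filed as inactive read as strong as hits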
Ins promoter up – MIN6 insulin promoter up-regulation; MIN6 insulin promoter-GFP reporter, high-content imaging; hits give high values; AID 1625; z-score at 5 µM; hit rate 0.3% among 190,000;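 active means z-score above 3 at 5 µM with at least 500 cells counted in the well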
Dynein cargo inh – blocks dynein driven cargo transport along microtubules; z-score, hits read low; hit rate 0.47% among 220,000; 3617.4 mouse cells, GR-EGFP nuclear translocation imaging; test concentration mostly 20 µM; stimulated with dexamethasone, 1 µM; hits give low values;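 active means plate z-score of nuclear minus cytoplasmic receptor signal below a set negative limit, without overly bright fluorescence or cell loss, cut at about -3.5 in these data, passing the limit was not always enough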;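 further: z-score of nuclear minus cytoplasmic ring GR-EGFP intensity difference per well; some compounds called inactive have numbers as strong as hits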
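Also added – dexamethasone, 1.0 µM final · Buffer or medium – tet-free, stripped-serum medium · Schedule – induction 48 h, compound 1 h, agonist 30 min · Detection – formaldehyde fixation, Hoechst nuclear stain, 10x automated fluorescence imaging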
human PMI inhibition – inhibitors of human PMI, primary screen, biochemical, fluorescence intensity, coupled assay (AID 1209); purified PMI enzyme, coupled fluorescence intensity; higher % means a stronger effect; inhibition, % at 20 µM, or IC50 in µM where a hit was titrated; hit rate 0.42% among 190,000;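 further: plate controls were DMSO vehicle for no effect and wells lacking substrate for full effect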
WT yeast gro inh mutant strain – second read-out of WT yeast gro inh, no call of its own (marks repeat the call); inhibition, %; mitochondrial fusion phenotypic screen, mutant strain inhibition
Dynein cargo inh cytoplasmic EGFP – recorded beside Dynein cargo inh, whose call it bears; z-score; measured here: cytoplasmic GR-EGFP intensity; hits give high values
Dynein cargo inh nuclear GR-EGFP – further read-out of Dynein cargo inh, marked with its call; z-score; measured here: nuclear GR-EGFP intensity;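 lower value marks the stronger effect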
Dynein cargo inh cell count – also measured in Dynein cargo inh; calls as there; z-score; measured here: cell count per field
Ins promoter up cell count – second read-out of Ins promoter up, no call of its own (marks repeat the call); cell count; measured here: cytotoxicity, nuclei count;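 total cells summed across four imaged fields per well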
b-catenin transl cell count 5 µM – second read-out of b-catenin transl, no call of its own (marks repeat the call); cell count; measured here: cell count, cytotoxicity flag
MT stabilize HCS Hoechst-high % – also measured in MT stabilize HCS; calls as there; % Hoechst-high responders; measured here: nuclear condensation Hoechst responders;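 share of cells brighter than vehicle mean plus two SD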
MT stabilize HCS cytotoxicity % – second read-out of MT stabilize HCS, no call of its own (marks repeat the call); toxicity, %; measured here: cytotoxicity by cell density;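 0% = mean cell density of plate MIN control wells and 100% = no cells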
Autophagy mod cell loss 18 h – second read-out of Autophagy mod, no call of its own (marks repeat the call); toxicity, %; measured here: cell loss, nuclei count;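 cell loss after 18 h compound exposure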
* hit, by the source's call. Unless noted, no stated cut-off is given here; in the data, active means inhibition above about 50%; inactive means the rest. An unsorted share of the library. About 5% of those tested had a hit in this group.

What do the screens show for `CN(C(=O)c1ccc(OC2CCN(CCc3ccccc3)CC2)cc1)C1CCCCC1`?
b-catenin transl: -0.1; Yfh1-off respiration: inactive; WT yeast gro inh: 9; Autophagy mod: inactive; MT stabilize HCS: 1.9; Ins promoter up: 0.02; Dynein cargo inh: -0.061; WT yeast gro inh mutant strain: 11; Dynein cargo inh cytoplasmic EGFP: -0.2; Dynein cargo inh nuclear GR-EGFP: -0.14; Dynein cargo inh cell count: -0.18; Ins promoter up cell count: 1120; b-catenin transl cell count 5 µM: 1530; MT stabilize HCS Hoechst-high %: 1.9; MT stabilize HCS cytotoxicity %: 7.7; Autophagy mod cell loss 18 h: -8

How did CCn1c(SCC#N)nc2ccccc2c1=O do in these assays?
b-catenin transl: 0.6; Yfh1-off respiration: inactive; Ins promoter up: 0.1; Dynein cargo inh: 0.25; Dynein cargo inh cytoplasmic EGFP: -0.28; Dynein cargo inh nuclear GR-EGFP: 0.21; Dynein cargo inh cell count: 0.39; Ins promoter up cell count: 1008; b-catenin transl cell count 5 µM: 1285

Results for COc1ccc(CCNS(=O)(=O)c2cc(/C=C/C(=O)O)ccc2C)cc1OC ?
b-catenin transl: -0.6; Yfh1-off respiration: inactive; WT yeast gro inh: -9; human PMI inhibitors: -3%; Autophagy mod: inactive; MT stabilize HCS: 4.5; Ins promoter up: 0.43; Dynein cargo inh: 2; human PMI inhibition: 0%; WT yeast gro inh mutant strain: -3; Dynein cargo inh cytoplasmic EGFP: 0.51; Dynein cargo inh nuclear GR-EGFP: 0.83; Dynein cargo inh cell count: -2.1; Ins promoter up cell count: 1305; b-catenin transl cell count 5 µM: 1350; MT stabilize HCS Hoechst-high %: 1.5; MT stabilize HCS cytotoxicity %: 11; Autophagy mod cell loss 18 h: -4

How did O=[N+]([O-])c1cc(Cl)cc(/C=N/NC(=S)Nc2cc(S(=O)(=O)N3CCOCC3)ccc2Cl)c1O do in these assays?
b-catenin transl: 2.5; Yfh1-off respiration: inactive; Ins promoter up: -0.2; Dynein cargo inh: -0.21; Dynein cargo inh cytoplasmic EGFP: -0.23; Dynein cargo inh nuclear GR-EGFP: -0.085; Dynein cargo inh cell count: 0.89; Ins promoter up cell count: 1524; b-catenin transl cell count 5 µM: 936

What do the screens show for `O=C(COC(=O)c1ccc(CNS(=O)(=O)c2ccc(F)c(Cl)c2)cc1)NC1CCCCCCC1`?
b-catenin transl: 0.9; Yfh1-off respiration: inactive; WT yeast gro inh: 11; human PMI inhibitors: 3%; Autophagy mod: inactive; MT stabilize HCS: 3.7; Ins promoter up: -0.76; Dynein cargo inh: 0.12; human PMI inhibition: 13%; WT yeast gro inh mutant strain: -6; Dynein cargo inh cytoplasmic EGFP: -0.21; Dynein cargo inh nuclear GR-EGFP: 0.15; Dynein cargo inh cell count: -0.18; Ins promoter up cell count: 1341; b-catenin transl cell count 5 µM: 1066; MT stabilize HCS Hoechst-high %: 2.4; MT stabilize HCS cytotoxicity %: 12; Autophagy mod cell loss 18 h: -40

What do the screens show for `COc1cc(C(=O)O/N=C2\CCCc3c2ccc(OC)c3[N+](=O)[O-])cc(OC)c1OC`?
b-catenin transl: -2.4; WT yeast gro inh: 8; human PMI inhibitors: 14%; Autophagy mod: inactive; MT stabilize HCS: 3.6; Ins promoter up: -0.7; Dynein cargo inh: -0.044; human PMI inhibition: -17%; WT yeast gro inh mutant strain: -1; Dynein cargo inh cytoplasmic EGFP: -0.24; Dynein cargo inh nuclear GR-EGFP: -0.8; Dynein cargo inh cell count: 0.45; Ins promoter up cell count: 1133; b-catenin transl cell count 5 µM: 1395; MT stabilize HCS Hoechst-high %: 1.7; MT stabilize HCS cytotoxicity %: 1.8; Autophagy mod cell loss 18 h: 2

How did C=C1C2(C(=O)NCc3ccco3)CCC(C2)C1(C)C (stereo unspecified) do in these assays?
b-catenin transl: -1.0; Yfh1-off respiration: inactive; WT yeast gro inh: 7; human PMI inhibitors: 11%; Autophagy mod: inactive; MT stabilize HCS: 2.5; Dynein cargo inh: 0.11; human PMI inhibition: 15%; WT yeast gro inh mutant strain: -17; Dynein cargo inh cytoplasmic EGFP: -0.0046; Dynein cargo inh nuclear GR-EGFP: 0.36; Dynein cargo inh cell count: 1.6; b-catenin transl cell count 5 µM: 1106; MT stabilize HCS Hoechst-high %: 2.0; MT stabilize HCS cytotoxicity %: 19; Autophagy mod cell loss 18 h: 5

How did CCOC(=O)c1c(C)sc2c1N(C(=O)CCl)c1cc(Cl)ccc1S2 do in these assays?
b-catenin transl: -0.1; Yfh1-off respiration: inactive; WT yeast gro inh: 40; human PMI inhibitors: -10%; Autophagy mod: active; MT stabilize HCS: 5.4; Ins promoter up: 0.07; Dynein cargo inh: -4*; human PMI inhibition: -6%; WT yeast gro inh mutant strain: -2; Dynein cargo inh cytoplasmic EGFP: 0.8*; Dynein cargo inh nuclear GR-EGFP: -1.8*; Dynein cargo inh cell count: -0.08*; Ins promoter up cell count: 1146; b-catenin transl cell count 5 µM: 1371; MT stabilize HCS Hoechst-high %: 5.7; MT stabilize HCS cytotoxicity %: 1.2; Autophagy mod cell loss 18 h: 73*

How did CN(C)CCCNC(=O)COc1ccc(Br)cc1Cl do in these assays?
Yfh1-off respiration: inactive; WT yeast gro inh: -10; human PMI inhibitors: -6%; Autophagy mod: inactive; MT stabilize HCS: 2.4; Ins promoter up: 0.11; Dynein cargo inh: -0.23; human PMI inhibition: -6%; WT yeast gro inh mutant strain: -9; Dynein cargo inh cytoplasmic EGFP: -0.32; Dynein cargo inh nuclear GR-EGFP: -0.55; Dynein cargo inh cell count: 0.4; Ins promoter up cell count: 1261; MT stabilize HCS Hoechst-high %: 4.8; MT stabilize HCS cytotoxicity %: 6.6; Autophagy mod cell loss 18 h: -8

How did Cc1[nH]c2ccccc2c1/C=C(/C#N)C(=O)NC(C)C do in these assays?
b-catenin transl: 1.0; Yfh1-off respiration: inactive; WT yeast gro inh: -14; human PMI inhibitors: 8%; Autophagy mod: inactive; MT stabilize HCS: 3.2; Dynein cargo inh: -0.3; human PMI inhibition: 8%; WT yeast gro inh mutant strain: -5; Dynein cargo inh cytoplasmic EGFP: -0.26; Dynein cargo inh nuclear GR-EGFP: -0.043; Dynein cargo inh cell count: 1.1; b-catenin transl cell count 5 µM: 1007; MT stabilize HCS Hoechst-high %: 2.6; MT stabilize HCS cytotoxicity %: 2.2; Autophagy mod cell loss 18 h: -19

How did CC(=O)Nc1sc2c(c1C(c1ccccn1)N1CCCC1)CCCC2 (stereo unspecified) do in these assays?
b-catenin transl: -2.7; Yfh1-off respiration: inactive; WT yeast gro inh: -3; human PMI inhibitors: 28%; Autophagy mod: inactive; MT stabilize HCS: 2.3; Dynein cargo inh: -0.71; human PMI inhibition: 14%; WT yeast gro inh mutant strain: 11; Dynein cargo inh cytoplasmic EGFP: -0.36; Dynein cargo inh nuclear GR-EGFP: -0.13; Dynein cargo inh cell count: 0.99; b-catenin transl cell count 5 µM: 1159; MT stabilize HCS Hoechst-high %: 1.7; MT stabilize HCS cytotoxicity %: 13; Autophagy mod cell loss 18 h: 0

Results for CCOc1ccc(N2C(=O)S/C(=C\c3ccc(O)c(OCC)c3)C2=O)cc1 ?
b-catenin transl: 2.0; Yfh1-off respiration: inactive; Ins promoter up: -0.48; Dynein cargo inh: -0.099; Dynein cargo inh cytoplasmic EGFP: -0.13; Dynein cargo inh nuclear GR-EGFP: 0.07; Dynein cargo inh cell count: 0.33; Ins promoter up cell count: 846; b-catenin transl cell count 5 µM: 1353

How did O=C(NC1=NCCS1)c1cc(-c2cccs2)nc2ccccc12 do in these assays?
b-catenin transl: -0.4; Yfh1-off respiration: inactive; Ins promoter up: -0.27; Dynein cargo inh: -0.8; Dynein cargo inh cytoplasmic EGFP: -0.26; Dynein cargo inh nuclear GR-EGFP: 0.32; Dynein cargo inh cell count: 0.63; Ins promoter up cell count: 1026; b-catenin transl cell count 5 µM: 1301

How did COc1ccc(C(=O)O/N=C(\N)c2ccccc2)c(OC)c1 do in these assays?
Yfh1-off respiration: inactive; WT yeast gro inh: 2; human PMI inhibitors: 5%; Autophagy mod: inactive; MT stabilize HCS: 1.7; Ins promoter up: 0; Dynein cargo inh: -0.71; human PMI inhibition: 6%; WT yeast gro inh mutant strain: 3; Dynein cargo inh cytoplasmic EGFP: -0.28; Dynein cargo inh nuclear GR-EGFP: -0.73; Dynein cargo inh cell count: 1.5; Ins promoter up cell count: 1047; MT stabilize HCS Hoechst-high %: 2.3; MT stabilize HCS cytotoxicity %: 3.8; Autophagy mod cell loss 18 h: 11

What do the screens show for `CCOC(=O)c1ccc(CSc2nnc(N)s2)cc1`?
Yfh1-off respiration: inactive; WT yeast gro inh: -1; human PMI inhibitors: 3%; Autophagy mod: inactive; MT stabilize HCS: 2.7; Ins promoter up: 0.06; Dynein cargo inh: -0.75; human PMI inhibition: 4%; WT yeast gro inh mutant strain: 5; Dynein cargo inh cytoplasmic EGFP: 0.015; Dynein cargo inh nuclear GR-EGFP: -0.095; Dynein cargo inh cell count: 1; Ins promoter up cell count: 1238; MT stabilize HCS Hoechst-high %: 2.1; MT stabilize HCS cytotoxicity %: 8.2; Autophagy mod cell loss 18 h: 9

What do the screens show for `COC(=O)c1ccc(CN(C)S(=O)(=O)c2ccc(C)cc2)o1`?
b-catenin transl: 1.2; Yfh1-off respiration: inactive; WT yeast gro inh: 3; human PMI inhibitors: 2%; Ins promoter up: 0.72; human PMI inhibition: -2%; WT yeast gro inh mutant strain: 1; Ins promoter up cell count: 1133; b-catenin transl cell count 5 µM: 856

How did O=C(NCc1ccc(Cl)cc1)C1CCC(CNc2c(N3CCCC3)c(=O)c2=O)CC1 (stereo unspecified) do in these assays?
b-catenin transl: 3.2; Yfh1-off respiration: inactive; Ins promoter up: 0.58; Dynein cargo inh: 0.9; Dynein cargo inh cytoplasmic EGFP: -0.11; Dynein cargo inh nuclear GR-EGFP: 1; Dynein cargo inh cell count: -1.3; Ins promoter up cell count: 916; b-catenin transl cell count 5 µM: 1340
